# PriA SSB inh: K. pneumoniae PriA-SSBct interaction inhibition. AlphaScreen SSBct-PriA binding, biotinylated peptide. inhibition, % at 33 µM. actives 0.6% (n = 430,000). AID 1272365; in the data active means inhibition mostly above about 37%, no sharp cut-off; inactive means mostly below about 20%;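 further: plate controls were negative control peptide for no effect and reference peptide for full effect; strong numbers were not always called active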
# An asterisk follows results filed as active; & = joins results of further samples. Not all compounds are listed. The share of hits here may be higher or lower than overall.
SMILES,PriA SSB inh
O=[N+]([O-])c1cc2c(cc1C=NNS(=O)(=O)c1ccc(Br)cc1)OCO2,6
CCn1c(C2CCN(C(=O)c3cc(C)on3)CC2)nn(CCOC)c1=O,-8
CCOc1ccc(S(=O)(=O)Oc2ccc3oc4ccccc4c3c2)cc1,3
O=C(Nc1ccc(Cl)cc1)c1cccc([N+](=O)[O-])c1C(=O)O,-8
CCS(=O)(=O)c1ccccc1C(=O)Nc1nnc(-c2ccco2)o1,1&15
COc1ccccc1-n1nc(-c2ccccc2)c2cnc3cc(C(F)(F)F)ccc3c21,7
O=C(NC(=O)C(F)(F)F)Nc1ccc2c(c1)OCCO2,-5
CCOC(=O)N1CCN(C(=O)CCc2csc(NC(=O)c3ccc[nH]c3=O)n2)CC1,-8
O=C(c1ccccc1)c1ccc(CNS(=O)(=O)c2cccc3cccnc23)s1,-7
CN1CCN(n2c3c(c(SCC(=O)Nc4ccc(OC(F)(F)F)cc4)nc2=O)CCCC3)CC1,4
O=C(CCn1cncn1)Nc1cccnc1,-14&-6
O=C(CNS(=O)(=O)c1cccc(Cl)c1)NCc1cccc(Oc2ccccn2)c1,2
Cc1c(N=Cc2cc3ccccc3nc2Cl)c(=O)n(-c2ccccc2)n1C,-11
COc1cc(C(=O)Nc2ccccc2OC(F)(F)C(F)Cl)ccc1OC(F)F (stereo unspecified),-47
O=C(Nc1ccc2sccc2c1)c1ccc2c(c1)OCO2,-44
CCN(CC)S(=O)(=O)c1ccc(NN=Cc2ccc(OC)c(OC)c2OC)nc1,-38
CC(=NOCON=C(C)c1ccccc1)c1ccccc1,-26
O=C(NCCCn1nc(-c2ccc(F)cc2)ccc1=O)c1ccccc1Cl,2
COc1cc(C=NNC(=O)c2ccc(-c3ccccc3)cc2)cc(Br)c1O,-4
Cc1cc(NC(=O)CC(C)(C)C)ccc1N1CCCCC1=O,6
O=c1cccnn1CCCNS(=O)(=O)c1cc(C(F)(F)F)ccc1Cl,-17
C=CCn1c(SC(F)F)nc2scc(-c3ccccc3)c2c1=O,-6
O=S(=O)(NCCn1ccnc1C1CC1)c1ccc(C(F)(F)F)cc1,4
CCn1nc(C(=O)Nc2nc(-c3ccc4c(c3)OCCO4)cs2)cc1C,-1
O=C(O)C(=Cc1nc(-c2ccccc2)n2ccccc12)C(=O)O,2
NCCNc1nc(N)nc2nc[nH]c12,0
COc1cc(=O)n(-c2ccccc2)nc1C(=O)Nc1ccc(C(C)C)cc1,18
CC(C)CS(=O)(=O)C1CCN(C(=O)c2ccccc2C(=O)c2ccc(F)cc2)CC1,-1
CC(=NNC(=O)Cc1ccccc1)c1cccs1,11
O=C(NCCn1cnc2ccsc2c1=O)c1cc2cc(Cl)ccc2[nH]1,-5
Cc1csc(CN2CCN(C(=O)c3ccco3)CC2)n1,-9
CCOC(=O)C1=C(c2ccccc2)N=c2sc(=Cc3cccc(O)c3)c(=O)n2C1c1cccs1 (stereo unspecified),14
O=C(Cn1cnc2ccccc21)N1CC(c2nc(-c3ccc[nH]c3=O)no2)C1,4
CCN(CC)c1ccc(N2CCN(S(=O)(=O)c3ccc(OC)c(OC)c3)CC2)nn1,2
CC(C)OCCCn1c(SCC(=O)NCCC2=CCCCC2)nc2c(sc3ccccc32)c1=O,-1
O=S(=O)(NCc1cccnc1-c1cccs1)c1ccccc1C(F)(F)F,-15
Cc1cc(-c2nnc(NC(=O)c3ccc(S(=O)(=O)N4CCOCC4)cc3)o2)n(C)n1,-12
O=C(Nc1cnc(N2CCOCC2)nc1)Nc1ccc(F)cc1F,-9
CC(=O)Nc1nc(SCC(=O)N2CCc3ccccc32)[nH]c(=O)c1NC(=O)c1cccs1,1
COc1ccc(CNC(=O)NCc2ccccc2-c2ccsc2)cc1OC,-12
CCOC(=O)CCC(=O)Nc1cc(C)nn1-c1ncnc2c1cnn2-c1ccc(C)cc1C,-4
COc1ccc(-c2nc(CSc3nc(-c4cccc(Cl)c4)cc(=O)[nH]3)c(C)o2)c(OC)c1,-13
Cc1ccc(C)c(Nc2nc(NCc3ccc4c(c3)OCO4)nc3nccnc23)c1,2
CCCc1cc(=O)n(CC(=O)N2CCc3ccccc32)c(-n2nc(C)cc2C)n1,3
Cc1cc(C(=O)N(Cc2cccnc2)c2nc3c(F)cccc3s2)n(C)n1,-4
Cc1cc(C)n(-c2ccc(CCC(=O)N3CCC(F)(F)CC3)cc2)n1,3
O=C(COc1ccccc1F)NCC[C@H](O)C1CCOCC1,-10
COc1ccc(C(=O)NC(NC(=O)c2ccc(OC)cc2)c2cccc(Oc3ccccc3)c2)cc1,-2
Cc1nnc(NC(=O)CSc2ccc(NC(=O)c3ccccc3F)nn2)s1,-8&-3
COc1nc2ccccc2nc1NS(=O)(=O)c1ccc(NC(C)=O)cc1,2
# The listing continues:
SMILES,PriA SSB inh
CCCOc1ccc(Br)cc1C=NO,-13
O=C(c1ccc(Br)o1)N1CCC(n2ccnn2)CC1,-9
O=C(NN=Cc1c(O)n(C2CC2)c(=S)[nH]c1=O)c1ccccc1,-13
CC(C)N1CCC(CNC(=O)COc2ccc(Cl)cc2)CC1,1&13
O=c1c2cccc3c2c(nn1CN1CCCCC1)-c1ccccc1-3,9
Cn1ccc(C(=O)Nc2sccc2-c2nc3ccccc3s2)n1,-10&-2
O=S(=O)(C1CC1)N1CC(c2nc(-c3ccco3)no2)C1,-12
CCOc1ccccc1NC(=O)N(CC(F)(F)F)C1CCOCC1,-4
O=C(CCCn1nc(-c2ccco2)ccc1=O)Nc1ccc(Oc2ccccc2)cc1,17
O=C(NC1CCC(Oc2ccccn2)CC1)c1ccc2nccnc2c1 (stereo unspecified),-10
CC(=NNC(=O)c1ccc(CN2CCOCC2)cc1)c1cccc([N+](=O)[O-])c1,1
CCOC(=O)COc1nc2ccc(Cl)cc2c(-c2ccccc2)c1C(C)=O,-15&14
Cc1cc(C)n(C[C@@H](O)Cn2c3ccc(Br)cc3c3cc(Br)ccc32)n1,2
CCCCCC(=O)NN=Cc1ccc([N+](=O)[O-])o1,-10
CCC(=O)CC(c1ccccc1)c1c(O)sc2ccccc2c1=O (stereo unspecified),-7
O=C(NCCc1ccccc1)N(Cc1cnc2ccccn12)C1CC1,-7
COC(=O)c1cc(OC)c(OC)cc1NC(=O)CCc1ccc(-c2ccc(Cl)cc2)o1,-10
Cc1nc(N2CCN(C(=O)C3CCN(S(C)(=O)=O)CC3)CC2)cc(-n2cccc2)n1,-8
CCOCC(=O)Nc1cnn(CC2CCOCC2)c1,-18
CO[C@@H](CNC(=O)Cc1cccc2ccccc12)c1ccccc1Cl,0
CC(=NNC(=O)c1ccc(N2CCCC2=O)cc1)c1ccncc1,-2
Cc1ccc2[nH]c3c(=O)n(CC(=O)NCc4cccs4)cnc3c2c1,3
Cc1ccc(OCC(O)Cn2ccnc2C)cc1 (stereo unspecified),4
CSc1ncccc1C(=O)N1CCc2ncncc2C1,-2
NC(=O)c1nc(-c2ccncc2)nc2c1[nH]c(=O)n2-c1ccc(Cl)c(Cl)c1,-7
CCOCCn1c(=NC(=O)c2ccnn2C)sc2cc(F)ccc21,-5
CCOC(=O)Cn1nc(C2CC2)n(-c2ccccc2)c1=O,-20
CC(=O)Nc1sc(NN=Cc2cccc(Cl)c2)nc1-c1cccs1,-3
COc1ccc(-c2cnc(SCC(=O)Nc3nccs3)n2-c2cccc(Cl)c2)cc1,-6
CN1CCN(C(CNC(=O)NC(C)(C)C)c2ccsc2)CC1 (stereo unspecified),-6
Brc1ccc(-c2nnc(-c3ccccc3)o2)cc1,-11
CCOc1ccc(C(=O)NCC2(c3ccc(OC)cc3)CCCC2)cc1,5
Cc1cccc2sc(NC(=O)COc3ccccc3)nc12,3
Cc1ccc(-c2cc3c(=O)n(CC(=O)N4CCCc5ccccc54)ncn3n2)cc1C,0
O=C(Cc1ccncc1)c1ccc(OCc2ccc3ccccc3n2)cc1,-12
N#Cc1ccccc1NC(=O)C(=O)NCc1ccc(C(=O)c2ccco2)s1,-12
CC(C)c1ccc(NC(=O)Cn2nc3ccc(SCc4ccc(Cl)cc4)nn3c2=O)cc1,-5
CC(C)c1nc2ccccc2n1C(C)c1ccccc1 (stereo unspecified),-15
Clc1cccc(CSc2nccn3nc(-c4cccs4)cc23)c1,-20
O=C(/C=C/c1ccc([N+](=O)[O-])cc1)Nc1cccc2c1C(=O)c1ccccc1C2=O,0
c1cc2c(cc1CNc1nc(N3CCOCC3)nc(N3CCOCC3)n1)OCO2,0
CCn1cc(SCC(=O)Nc2ccc([N+](=O)[O-])cc2)c2ccccc21,-5
NC(=NOC(=O)c1ccccc1Cl)c1ccccc1,-112
COCc1c(Br)c(C)nc(OCC(=O)NN=Cc2ccc(C)o2)c1C#N,4
CCSc1ccccc1C(=O)N1CCC[C@H](S(=O)(=O)c2ccc(F)cc2)C1,-2
N#Cc1cccc(C(=O)N(CCc2cccs2)Cc2ccco2)c1,-5
Cc1cc(C(=O)NCC2CCN(c3ccccn3)CC2)no1,-5
Cc1ccc(-c2cc(C(=O)NN=Cc3c(C)nn(C)c3C)c3ccccc3n2)c(C)c1,-11
O=C(Cc1csc(NS(=O)(=O)c2ccccc2)n1)Nc1cccc(F)c1,-18
Cc1cccc(NC(N)=Nc2nc(CSc3ccc(Cl)cc3)cc(=O)[nH]2)c1,-6
# Later entries:
SMILES,PriA SSB inh
Cc1[nH]c2ccccc2c1C(=O)CSc1nc(-c2ccccc2)cs1,-1
O=C(Cc1csc(NS(=O)(=O)c2ccc(Cl)cc2)n1)NCc1ccc2c(c1)OCO2,-17&-4
Cc1cc2ncc(CCCNC(=O)NC(c3ccccc3)c3ccccc3)cn2n1,0
CC(Oc1ccc(F)cc1)c1ccnc2nc(N=CN(C)C)nn12 (stereo unspecified),-5
Cc1cc(NC(=O)C(=O)NCC2CCN(Cc3cccs3)CC2)no1,-15
COC(=O)Nc1ccc(S(=O)(=O)N2CCN(c3cc(C(F)(F)F)ncn3)CC2)cc1,-15
Cc1oc(N=Cc2ccc(Cl)cc2Cl)c(C#N)c1C,-12
O=C(OC1CN(c2nc3ccccc3s2)C1)C1CCN(S(=O)(=O)c2ccc(Cl)s2)CC1,-5
CCc1ccc(S(=O)(=O)NCC2CCN(Cc3ccco3)CC2)s1,-12&-11
CCOc1cc(C(=O)NCc2ccnc(-c3ccsc3)c2)cc(OCC)c1OCC,2
COC(=O)c1sccc1S(=O)(=O)N1CC(S(=O)(=O)c2ccc(OC)cc2)C1,-22
CCn1c(C)nc2cc(C(=O)NN=Cc3ccc(N4CCOCC4)cc3)ccc21,-3
O=C1c2cccc3cccc(c23)C(=O)N1CCc1nc2sc3c(c2c(=O)[nH]1)CCCC3,-5
CC(C)c1noc(-c2ccc(O)cc2)n1,-10
CSc1ccccc1-c1nnc(NC(=O)c2ccc(C)cc2C)o1,4
CN(C)c1ccc(CCNC(=O)C(=O)Nc2ccccc2C#N)cc1,1
CCCN1C(=O)CCc2cc(NC(=O)Cc3ccc(Cl)cc3)ccc21,-4
O=C(NN=Cc1cccc(Oc2ccccc2)c1)c1cccc(Br)c1,0
COc1cc(NC(=O)N2CCC(S(=O)(=O)Cc3ccco3)CC2)cc(OC)c1OC,-1
COc1cccc(C(=O)C=CNc2cc(C)ccc2O)c1,9
CCOC(=O)NN=C(c1ccccc1)C(O)c1ccccc1 (stereo unspecified),-2
COc1ccccc1NC(=O)N1CCC(CNC(=O)c2ccc(S(=O)(=O)N(C)C)cc2)CC1,-26
CC(=NNC(=O)Cc1c(C)[nH][nH]c1=O)c1cccc(Br)c1,-7
COc1ccc(Cl)cc1C(=O)Nc1ccc2c(c1)OCC(C)(C)C(=O)N2,-1
COc1ccc(C=NNC(=O)CN(C2=NS(=O)(=O)c3ccccc32)c2ccccc2)cc1,2
CCN(CC)c1ccc(NC(=O)CCCn2nc(-c3ccc(F)cc3)ccc2=O)c(C)c1,24
c1ccc2[nH]c(C3CCCNC3)nc2c1 (stereo unspecified),9
COc1ccc(CC(=O)Nc2ccc3c(c2)N(C(=O)C2CCCO2)CC3)cc1 (stereo unspecified),-4
COC1(CNC(=O)CN2C(=O)CCC2=O)CCSC1 (stereo unspecified),9
Cc1nnsc1C(=O)NCC#CCOc1ccc2c(c1)OCO2,-2
COC(=O)N1CCc2ccc(F)cc2[C@@H]1C(=O)NCc1ccc2c(c1)OCO2,-6
Cn1cc(NC(=O)NCCSc2c[nH]c3ccccc23)c2ccccc21,7&27
CC1=CC(=NS(=O)(=O)c2ccc(C)cc2)C=C(O/N=C(\C)c2ccccc2)C1=O,5
C[C@](O)(CNC(=O)c1cccc(Br)c1)c1ccccc1,-9
O=C(Nc1nnc(-c2ccc3c(c2)CCCC3)o1)c1ccc(NS(=O)(=O)c2ccc(F)cc2)cc1,-13&15
Cn1c(=O)c2c(ncn2CC(=O)N2CCCC(c3nnc(-c4ccccc4F)s3)C2)n(C)c1=O (stereo unspecified),-11

# Screens from PubChem.
